# RXFP1 antag – antagonists of human relaxin receptor RXFP1; HEK293-RXFP1, relaxin-stimulated cAMP HTRF, 30 min; active compounds read low; activity change, negative = inhibition, % at 57.5 µM; 350,000 compounds, 0.59% hits; AID 1259400;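 active means activity change of -60% or lower, but not beyond a set lower limit; inconclusive means change between -60% and -40%, or beyond the set limit; inactive means change above -40%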; further: on the % scale 0 is the no-effect control and ±100 the full control effect
# Target sequence (Q9HBX9 whole entry, looked up): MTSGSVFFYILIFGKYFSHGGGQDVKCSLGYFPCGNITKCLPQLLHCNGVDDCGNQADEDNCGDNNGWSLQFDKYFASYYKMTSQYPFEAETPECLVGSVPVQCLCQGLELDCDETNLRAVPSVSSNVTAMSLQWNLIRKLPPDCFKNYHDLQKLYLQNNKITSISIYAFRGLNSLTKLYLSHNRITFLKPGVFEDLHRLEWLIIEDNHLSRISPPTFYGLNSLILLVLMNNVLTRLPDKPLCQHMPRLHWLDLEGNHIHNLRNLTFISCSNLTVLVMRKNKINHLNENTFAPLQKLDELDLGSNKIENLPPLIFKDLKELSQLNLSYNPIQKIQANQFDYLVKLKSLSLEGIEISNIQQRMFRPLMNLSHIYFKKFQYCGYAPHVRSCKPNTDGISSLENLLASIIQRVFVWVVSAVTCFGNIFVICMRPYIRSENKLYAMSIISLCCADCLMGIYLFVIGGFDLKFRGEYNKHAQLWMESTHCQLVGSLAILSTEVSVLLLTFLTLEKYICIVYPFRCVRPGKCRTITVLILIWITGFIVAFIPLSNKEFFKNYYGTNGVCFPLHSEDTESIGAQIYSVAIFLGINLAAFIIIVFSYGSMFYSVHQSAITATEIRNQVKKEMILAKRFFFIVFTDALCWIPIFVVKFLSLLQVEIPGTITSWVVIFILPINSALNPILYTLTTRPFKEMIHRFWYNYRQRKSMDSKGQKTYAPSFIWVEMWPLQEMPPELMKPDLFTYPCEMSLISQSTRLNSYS
# GRP78 ERSR act – induces the endoplasmic reticulum stress response in human glioma cells | U87-MG GRP78 promoter luciferase reporter, 16 h | Potency, µM, for the others: at the top dose activation, most hits filed as activators | 420,000 compounds, 0.02% hits | AID 602332; further: potency means the concentration at half of the fitted maximal effect; series mostly up to about 76 µM; % of control where 0% means no effect; nearly all actives have a fitted effect of over 35% in size
#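 Stably transfected U87-MG human glioma cells carrying a GRP78-based luminescent sensor were seeded at 1000 cells/well, pin-dosed with compounds and incubated 16 h. Luciferase reagent was then added, and end-point luminescence was read after 10 min at room temperature.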
# RXFP1 ag – activates the human relaxin receptor RXFP1. HEK293T-RXFP1 cAMP TR-FRET, 30 min; response scale: percent of porcine relaxin response, buffer zero. Potency, µM (series often up to 57.5 µM), inactives show at the highest dose activation, hits mostly activators. 370,000 compounds, 0.3% hits; further: potency means the concentration at half of the fitted maximal effect; on the % scale 0 is the no-effect control and ±100 the full control effect; nearly all actives have a fitted effect of over 60% in size; many of its hits are not listed in these tables
#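 HEK293 cells stably expressing RXFP1, treated 30 min at 37C with compounds plus PDE4 inhibitor Ro 20174; cAMP measured by HTRF TR-FRET. Normalized to buffer and 29 nM porcine relaxin; EC50 by Hill fit.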
# D1 agonist – agonists of human D1 dopamine receptor; P21728; 360,000 compounds, 1% hits; activation, % at 2 µM; AID 504660; HEK293 T-REx D1 cells, calcium flux, agonist mode; in the data active means activation above about 30%; further: 0% is about no effect
#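 Inducible HEK293 T-REx D1 cells, force-coupled to calcium signalling, were plated at 4000 cells/well with tetracycline and held overnight at 30 C. After no-wash calcium dye loading, compound-evoked calcium rise over 180 s flagged agonists.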
# D1 antagonist – human D1 dopamine receptor antagonism. 360,000 compounds, 3.2% hits. HEK293 TREx D1 cells, calcium flux, dopamine EC80; active compounds read low. activity change, negative = inhibition, % at 10 µM; in the data active means activity change below about -30%; further: on the % scale 0 is the no-effect control and ±100 the full control effect
#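 Compound effects on dopamine-evoked calcium signalling were measured in tetracycline-induced HEK293 Trex D1 cells. Dopamine at EC80 followed a 180 s compound pre-read, and fluorescence was tracked kinetically for 180 s more.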
# D2 potentiator – positively modulates the human D2 dopamine receptor allosterically. P14416. HEK293 T-REx D2, calcium flux, EC20 dopamine potentiation. potentiation, % at 10 µM. 340,000 compounds, 0.34% hits. AID 485347;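 active means potentiation over 3 SD above the plate norm, cut at about 30% in these data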; further: 0% is about no effect
#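 Primary screen. Calcium kinetics in induced HEK293 T-REx D2 cells: compound pre-addition 180 s, EC20 dopamine, 180 s more.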
# Vif-APOBEC3F blk – Vif-A3F binding inhibition | HeLa A3F-eYFP + Vif (tagged APOBEC3F with the HIV-1 protein that degrades it), YFP fluorescence increase | 390,000 compounds, 0.2% hits | AID 602313 | Potency, µM (highest dose often 46.1 µM), for inactives: top-dose activity, negative = active; further: potency means the concentration at half of the fitted maximal effect; % of control where 0% means no effect; nearly all actives have a fitted effect of over 65% in size
#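 HeLa cells stably expressing A3F-eYFP plus Vif, plated and incubated overnight at 37 deg C, then exposed to compounds overnight at 37 deg C. Blocked degradation read as raised yellow fluorescence (Ex 488/Em 500-530).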
# Vif-APOBEC3G blk – blocks the Vif interaction with human APOBEC3G; 410,000 compounds, 0.076% hits; Potency, µM (doses to about 46.1 µM), for inactives: at the highest dose activity, negative = active, most hits filed as inhibitors; HeLa A3G-eYFP + Vif (tagged APOBEC3G with the HIV-1 protein that degrades it), YFP fluorescence, overnight;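 further: potency means the concentration at half of the fitted maximal effect; on the % scale 0 is the no-effect control and ±100 the full control effect; nearly all actives have a fitted effect of over 60% in size; hits raise eYFP signal because A3G escapes Vif-driven loss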
#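 Read-out is eYFP fluorescence (Ex 488/Em 500-530) from Vif-expressing HeLa A3G-eYFP cells; more signal means A3G escaped Vif-mediated degradation. Cells plated overnight, compound pinned in, incubated overnight at 37 deg C.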
# D1 PAM – potentiators of human D1 dopamine receptor | HEK293 TREx D1 cells, calcium flux, dopamine EC20 potentiation | AID 504651 | P21728 | 360,000 compounds, 0.036% hits | potentiation, % at 10 µM; in the data active means potentiation above about 30%; further: 0% is about no effect
# * hit, by the source's call; ? = inconclusive; . = no result given. Unless noted, the call rests on the fitted dose curve; in most records, active means well fitted curve in the direction sought with a large enough effect; inconclusive means small, poorly fitted or top-dose-only effect, or another doubt; inactive means no such curve, though single readings can be large; an effect the other way counts as inactive or inconclusive. These rows are one share of the data; rates above refer to the full screens.
# The line under a structure holds: RXFP1 antag	GRP78 ERSR act	RXFP1 ag	D1 agonist	D1 antagonist	D2 potentiator	Vif-APOBEC3F blk	Vif-APOBEC3G blk	D1 PAM
CCc1ccc(NC(=O)Cn2c(=O)n(Cc3ccc(C)cc3)c(=O)c3cccnc32)cc1
→ .	1%	?	0	11	-3	-1%	1%	-3
O=C(Cn1cc(C(F)(F)F)cc(Cl)c1=O)Nc1cc(S(=O)(=O)N2CCOCC2)ccc1Cl
→ -2	-2%	-1.8%	1	-5	11	6%	-10%	2
CC(=O)NC12CC3CC(C1)CC(C(=O)Nc1nc4c(C)cccc4s1)(C3)C2
→ -13	1%	1.6%	0	1	1	1%	-4%	4
Cc1nn(C)c(Oc2cccc(Cl)c2)c1C(=O)Nc1ccc(F)cc1F
→ .	-4%	1.1%	-3	-11	3	-3%	-1%	0
COc1cccc(C(=O)COC(=O)CCC(=O)c2ccccc2)c1
→ 9	-2%	0.1%	1	5	11	3%	2%	0
CCOc1cc(CN2CCN(c3ccc(C(C)=O)cc3)CC2)ccc1OC
→ -8	-2%	-1.2%	.	.	.	-6%	4%	.
COc1ccccc1-c1cc2nc(C)c(CCC(=O)NCc3ccc(F)cc3)c(C)n2n1
→ 3	-14%	0.2%	3	2	2	16%	-10%	-3
O=C(CN1CCN(c2ccccc2)CC1)Nc1ccccc1C(=O)NCCc1ccccc1
→ 8	-5%	.	.	.	.	1%	-3%	.
Cc1ccc(C(=O)OCC(=O)NC(=O)Cc2ccccc2)c(O)c1
→ 3	0%	0.8%	16	-9	7	1%	-6%	-5
N#C/C(=C\c1c(F)cccc1Cl)C(=O)NC1CC1
→ -4	8%	0.9%	1	7	-5	3%	0%	2
CC(C)(C)C(=O)Nc1nc(-c2ccc3c(c2)OCO3)cs1
→ ?	1%	0.6%	2	2	22	-22%	0%	-2
Cc1ccc(NC(=O)CS(=O)CC(=O)NCCCc2ccccc2)cc1Cl (stereo not drawn)
→ -16	2%	-2.9%	0	18	-13	1%	1%	-1
CS(=O)(=O)c1ccccc1-c1nc(-c2cc(C(F)(F)F)cc(C(F)(F)F)c2)no1
→ -3	4%	3.6%	1	10	0	0%	-1%	5
Cc1onc(-c2ccccc2)c1C(=O)Nc1ccc(Br)cc1Cl
→ -6	-4%	-0.7%	7	-6	14	-26%	-1%	2
CCOC(=O)c1c(NC(=O)c2ccn(CC)n2)sc2c1CCC2
→ -13	-5%	-0.3%	-4	38	12	-2%	-1%	1
NC(=O)Cn1nnc(-c2ccc(NC(=O)c3ccc(F)cc3)cc2)n1
→ 1	6%	-0.5%	0	5	.	-11%	0%	-3
c1ccc(-n2ncc3c(NC4CCCCCC4)ncnc32)cc1
→ .	3%	0.0%	2	0	-2	2%	-13%	-7
O=C(NCc1ccccn1)c1cccc(S(=O)(=O)Nc2ccc(F)cc2)c1
→ 5	-2%	0.0%	9	-20	10	6%	0%	-2
O=C(Cn1ncc2ccsc2c1=O)N1CCN(c2ccccc2F)CC1
→ .	-3%	-1.4%	-1	-13	3	0%	-1%	0
CCC(=O)N1CCN(c2ccc(Cl)cc2NC(=O)c2ccc([N+](=O)[O-])o2)CC1
→ 5	?	5.4%	-1	-7	3	-3%	-12%	0

# Part of the list above in order of molecular weight, rising.
# The line under a structure holds: RXFP1 antag	GRP78 ERSR act	RXFP1 ag	D1 agonist	D1 antagonist	D2 potentiator	Vif-APOBEC3F blk	Vif-APOBEC3G blk	D1 PAM
c1ccc(-n2ncc3c(NC4CCCCCC4)ncnc32)cc1
→ .	3%	0.0%	2	0	-2	2%	-13%	-7
O=C(NCc1ccccn1)c1cccc(S(=O)(=O)Nc2ccc(F)cc2)c1
→ 5	-2%	0.0%	9	-20	10	6%	0%	-2
CCC(=O)N1CCN(c2ccc(Cl)cc2NC(=O)c2ccc([N+](=O)[O-])o2)CC1
→ 5	?	5.4%	-1	-7	3	-3%	-12%	0

# (further entries)
# The line under a structure holds: RXFP1 antag	GRP78 ERSR act	RXFP1 ag	D1 agonist	D1 antagonist	D2 potentiator	Vif-APOBEC3F blk	Vif-APOBEC3G blk	D1 PAM
CCCCc1ccc(NC(=O)N[C@@H](CC(C)C)C(=O)O)cc1
→ 19	-1%	-0.5%	3	-14	3	-1%	1%	0
CC(Sc1nc(=O)cc(N)n1CCc1ccccc1)C(=O)Nc1cccc(Cl)c1 (stereo not drawn)
→ -6	.	0.2%	2	6	-1	.	.	-5
CCCCOc1ccc(C(=O)N/C(=C/C=C/c2ccccc2)C(=O)NC)cc1
→ -8	6%	-0.2%	3	4	4	2%	-1%	-15
Cc1cccc(NC(=O)Cn2nnc(-c3cccs3)n2)c1C
→ -4	-2%	1.1%	5	18	-1	-11%	-1%	-3
CSCCNC(=O)Nc1c(-c2c(Cl)cccc2Cl)noc1C
→ -9	-5%	0.2%	1	15	-1	3%	1%	0
COc1cc(S(=O)(=O)Nc2cccnc2)ccc1Cl
→ 4	-3%	-0.1%	4	10	7	-4%	-2%	2
O=C(c1cc(S(=O)(=O)N2CCOCC2)ccc1Cl)N1CCc2ccccc2C1
→ -3	-4%	1.5%	1	-3	.	8%	1%	-5
COc1ccc(CCN2C(=O)N(c3ccccc3)C(=O)C2CC(=O)Nc2ccccc2)cc1 (stereo not drawn)
→ .	0%	0.2%	-1	-12	-15	4%	2%	-3
CCOC(=O)C1=C(C)N(C)C(=O)NC1c1cc2c(cc1[N+](=O)[O-])OCO2 (stereo not drawn)
→ 6	-2%	-0.1%	1	-21	.	-11%	7%	-4
COc1ccc(OC)c(N(CC(=O)NCc2ccncc2)S(C)(=O)=O)c1
→ 4	-4%	0.3%	3	4	14	-6%	2%	-7
COC(=O)c1sc2nc(C)c([N+](=O)[O-])c(C)c2c1N
→ -3	4%	2.2%	-1	-1	1	-16%	-9%	-8
Cc1ccc(Nc2nc(N)nc(CSc3nnc(C)s3)n2)cc1
→ -3	-3%	2.8%	0	8	.	14%	2%	-2
COc1ccc(Cl)cc1NC(=S)NNC(=O)c1cccs1
→ -5	1%	-0.4%	4	-3	.	-9%	0%	-4
CCN(CC)C(=O)c1sc2c(c1C)c(=O)n(-c1ccc(OC)cc1OC)c(=O)n2Cc1cc(C)ccc1C
→ -9	2%	-0.5%	3	13	4	1%	-1%	0
CSCCC(NC(N)=O)C(=O)N(C)CC(=O)Nc1cc(C)ccc1C (stereo not drawn)
→ -1	-6%	-0.8%	-1	-12	-4	0%	-4%	-4
CCCN1CCN(C(=S)NCc2ccc(Cl)cc2)CC1
→ 8	-2%	-1.5%	9	0	1	13%	2%	-6
COc1ccc(NC(=S)NC(=O)/C=C/c2ccco2)cc1
→ -11	1%	-1.3%	3	-6	6	-20%	-23%	-8
CCC(C)[C@H](N)C(=O)N[C@H]1CCC2C3CC=C4C[C@@H](O)CC[C@]4(C)C3CC[C@@]21C (stereo partly drawn)
→ 2	-12%	.	.	.	.	0%	-12%	.
O=C(NCCN=C1NS(=O)(=O)c2ccccc21)c1ccc(S(=O)(=O)N2CCOCC2)cc1
→ -2	-4%	-0.5%	3	7	7	3%	-3%	4
Cc1ccc(C(=O)COc2cc(O)c3c(=O)cc(-c4ccccc4)oc3c2)cc1
→ -2	3%	-2.5%	-1	29	-4	0%	0%	-3
O=C(Cn1nnc(-c2cccs2)n1)NCCc1ccccc1
→ 9	0%	-1.8%	3	-8	3	0%	4%	0
Cc1cc(C)n(C2CC(=O)N(c3ccc(C)c(Cl)c3)C2=O)n1 (stereo not drawn)
→ 2	-3%	-1.3%	1	5	11	7%	0%	3
CCOC(=O)C1CCN(c2nc(C)nc3c2oc2ccccc23)CC1
→ 0	-4%	3.6%	-1	10	-7	-2%	?	1
Cc1ccc(S(=O)(=O)N2CCN(C(C(=O)Nc3ccc(F)cc3)c3ccccc3)CC2)cc1 (stereo not drawn)
→ -22	-4%	-0.4%	2	13	4	1%	-3%	-7
O=S1(=O)CCN2C(=N1)SC1=C2CCN(Cc2ccccc2)C1
→ 2	-4%	-0.2%	2	2	-2	-3%	2%	-5
Cc1cc(C)cc(NC(=O)CN(c2cc(C(F)(F)F)ccc2Cl)S(=O)(=O)c2ccccc2)c1
→ .	-2%	2.4%	6	-5	3	-4%	0%	0
COc1ccc(C(CC(=O)O)N2Cc3ccccc3C2=O)cc1 (stereo not drawn)
→ 14	-4%	2.2%	2	0	1	-10%	0%	-5
Cc1noc(NS(=O)(=O)c2ccc(NC(=O)C34CC5CC(C3)CC(n3cnc(Br)n3)(C5)C4)cc2)c1C
→ 4	-3%	0.4%	5	-7	8	-12%	0%	-3
COc1ccc(-c2cc(NCc3ccc(F)cc3)n3cnnc3n2)cc1
→ .	-3%	3.9%	5	-4	13	1%	-6%	1
COc1ccc(/C=C2/C(=N)N3C(=NC2=O)Sc2cc(S(C)(=O)=O)ccc23)cc1OC
→ 17	-1%	5.0%	3	-11	4	5%	2%	-3
COc1ccc(N2CCN(C(CNC(=O)c3ccc(C)cc3)c3ccc4c(c3)OCO4)CC2)cc1 (stereo not drawn)
→ -3	-3%	-0.3%	1	-22	-15	0%	4%	-5
Cc1ccc(C(=O)N/C(=C\c2sccc2C)C(=O)NCc2ccncc2)cc1
→ -1	-4%	2.2%	0	6	11	-4%	-4%	0
CN(C)S(=O)(=O)c1ccc(S(=O)(=O)N(Cc2ccco2)Cc2ccccc2Cl)cc1
→ -21	-5%	-0.1%	3	12	-8	1%	1%	-9
O=C(O)CN1C(=O)/C(=C/c2ccccc2Cl)Oc2ccccc21
→ 3	-2%	0.0%	2	-1	-7	-8%	-18%	-8
O=C1c2ccccc2C(=O)c2c1ccc1c(=O)n(-c3ccccc3)[nH]c21
→ -4	1%	0.9%	-2	2	-2	-10%	-3%	-4
Cc1cc(NC(=O)CCC2CCCC2)no1
→ 2	6%	0.4%	1	8	-4	-9%	1%	2
O=C(CSc1nc2ccccc2nc1N1CCCC1)Nc1ccc(F)cc1
→ -11	-4%	12%	3	6	9	3%	-2%	2
O=C(/C=C/c1ccccc1)c1ccc(NC2=NCCCS2)cc1
→ -30	-1%	0.1%	7	0	3	-15%	?	-8
CNC(=O)COC(=O)CNC(=O)c1cc(Cl)cc([N+](=O)[O-])c1
→ -20	0%	-0.4%	3	11	3	5%	1%	0
